Vif-APOBEC3G blk: inhibitors of Vif-APOBEC3G interaction | HeLa A3G-eYFP + Vif (tagged APOBEC3G with the HIV-1 protein that degrades it), YFP fluorescence, overnight | hit rate 0.076% among 410,000 | Potency, µM (titrated, usually from 46.1 µM), without a hit: top-dose activity, negative = active, actives largely listed as inhibitors;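 note: % is set by controls: 0 for no effect and ±100 for the full control effect; nearly all actives have a fitted effect of over 60% in size; hits raise eYFP signal because A3G escapes Vif-driven loss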
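Read-out is eYFP fluorescence (Ex 488/Em 500-530) from Vif-expressing HeLa A3G-eYFP cells; more signal means A3G escaped Vif-mediated degradation. Cells plated overnight, compound pinned in, incubated overnight at 37 deg C.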
12-LOX inh: inhibitors of human 12S-lipoxygenase ALOX12. P18054. purified 12hLO, xylenol orange hydroperoxide absorbance. Potency, µM (series often up to 108 µM), for the others: top-dose activity change, negative = inhibition, hits mostly inhibitors. hit rate 1.1% among 580,000; note: % is set by controls: 0 for no effect and ±100 for the full control effect
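Purified human 12hLO at 150 nM in 25 mM Hepes, 0.01% Triton X-100, pH 7.0, preincubated 15 min at room temperature with compound. Reaction started with 40 uM arachidonic acid, 30 min at room temperature. Hydroperoxide measured by Fe-xylenol orange, 573/405 nm absorbance ratio.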
RXFP1 agonist: RXFP1 (human) receptor agonism; hit rate 0.3% among 370,000; Q9HBX9; Potency, µM (top dose mostly 57.5 µM), without a hit: at the top dose activation, most hits filed as activators; HEK293T-RXFP1 cAMP TR-FRET, 30 min; response scale: percent of porcine relaxin response, buffer zero; note: % is set by controls: 0 for no effect and ±100 for the full control effect; nearly all actives have a fitted effect of over 60% in size; many of its hits are not listed in these tables
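cAMP rise read by TR-FRET after 30 min, 37C compound exposure (up to 58 uM) in RXFP1-transfected HEK293 cells with Ro 20174 present. EC50 from Hill-equation fits, with 29 nM porcine relaxin as 100% and buffer as basal.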
RGS4 inhibitor: blocks human RGS4-accelerated GTP hydrolysis. P49798. Transcreener GDP fluorescence polarization, RGS4-accelerated GTP hydrolysis. Potency, µM (highest dose often 114 µM), for the others: at the highest dose activity change, negative = inhibition, hits mostly inhibitors. hit rate 0.039% among 390,000. AID 504845; note: % is set by controls: 0 for no effect and ±100 for the full control effect; nearly all actives have a fitted effect of over 75% in size; some results filed as inactive show a strong effect at the top dose
Target sequence (P49798 whole entry, looked up): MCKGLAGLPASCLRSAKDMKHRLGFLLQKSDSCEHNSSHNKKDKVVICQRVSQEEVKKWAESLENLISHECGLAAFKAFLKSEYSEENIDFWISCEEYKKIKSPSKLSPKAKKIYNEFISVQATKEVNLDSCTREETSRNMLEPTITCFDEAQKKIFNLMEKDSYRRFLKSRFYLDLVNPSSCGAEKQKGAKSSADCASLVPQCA
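MLSMR compounds (23 nl, pin-transferred) preincubated 10 min at room temperature with a 500nM (2x) first reagent, then RGS4 at 900nM (2x) plus Transcreener GDP mix added; fluorescence polarization (620/688 nm) read before and after 90 min at 30 °C.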
TrxR1 substrate: substrates of rat thioredoxin reductase 1; O89049; purified TrxR1 substrate turnover, NADPH consumption readout; Potency, µM (top dose mostly 114 µM), for the others: at the highest dose activity change, negative = substrate turnover; hit rate 0.01% among 390,000; note: % is set by controls: 0 for no effect and ±100 for the full control effect; nearly all actives have a fitted effect of over 50% in size
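Rat TrxR1, dispensed at 90 nM, was prereduced with 400 uM NADPH (final) for 5 min at ~22 deg C, then incubated with compound 15 min before 400 uM selenite. A first-read NADPH fluorescence drop versus no-compound background flagged substrates.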
TrxR1 inh: blocks rat thioredoxin reductase 1. hit rate 1% among 390,000. Potency, µM (series often up to 114 µM), inactives show top-dose activity change, negative = inhibition, actives largely listed as inhibitors. recombinant rTrxR1, NADPH fluorescence consumption, selenite substrate. AID 588453; note: % is set by controls: 0 for no effect and ±100 for the full control effect; nearly all actives have a fitted effect of over 65% in size
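Rat TrxR1 (90 nM in the dispensed reagent) was pre-reduced with 400 uM NADPH for 5 min at room temperature, then incubated with compound for 15 min. After 400 uM selenite was added, NADPH fluorescence (Ex 340/Em 450 nm) was followed for 8 min.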
Vif-A3F inh: inhibitors of Vif-A3F interaction | HeLa A3F-eYFP + Vif (tagged APOBEC3F with the HIV-1 protein that degrades it), YFP fluorescence increase | Potency, µM (doses to about 46.1 µM), without a hit: at the highest dose activity, negative = active | hit rate 0.2% among 390,000 | AID 602313; note: % of control where 0% means no effect; nearly all actives have a fitted effect of over 65% in size
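HeLa cells stably expressing Vif plus C-terminally eYFP-tagged A3F were seeded, incubated overnight at 37 deg C, dosed with compound, incubated overnight again at 37 deg C. Yellow fluorescence (Ex 488/Em 500-530) reported blocked Vif-mediated A3F-eYFP degradation.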
mIDH1 inhibitor: blocks human mutant IDH1 R132H enzyme | IDH1-R132H enzyme, NADPH consumption, diaphorase/resazurin fluorescence | hit rate 0.093% among 390,000 | O75874 | AID 602179 | Potency, µM (highest dose often 76.6 µM), inactives show top-dose activity change, negative = inhibition, usual class: inhibitors; note: % is set by controls: 0 for no effect and ±100 for the full control effect; nearly all actives have a fitted effect of over 65% in size
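IDH1-R132H (0.5 ug/mL dispensed) in pH 7.5 Tris buffer was preincubated 30 min with compound, then given a substrate mix of 0.016 mM NADPH and 2 mM alpha-KG for 80 min at room temperature; remaining NADPH was read by diaphorase/resazurin fluorescence.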
USP1-UAF1 inh: inhibitors of human USP1/UAF1 deubiquitinase. recombinant USP1/UAF1, Ub-Rhodamine cleavage fluorescence. Potency, µM (titrated, usually from 57.1 µM), for the others: at the top dose activity change, negative = inhibition, hits mostly inhibitors. hit rate 0.23% among 390,000. AID 743255; note: % is set by controls: 0 for no effect and ±100 for the full control effect; nearly all actives have a fitted effect of over 60% in size; inactives centre near -12
Target sequence (O94782 whole entry, looked up): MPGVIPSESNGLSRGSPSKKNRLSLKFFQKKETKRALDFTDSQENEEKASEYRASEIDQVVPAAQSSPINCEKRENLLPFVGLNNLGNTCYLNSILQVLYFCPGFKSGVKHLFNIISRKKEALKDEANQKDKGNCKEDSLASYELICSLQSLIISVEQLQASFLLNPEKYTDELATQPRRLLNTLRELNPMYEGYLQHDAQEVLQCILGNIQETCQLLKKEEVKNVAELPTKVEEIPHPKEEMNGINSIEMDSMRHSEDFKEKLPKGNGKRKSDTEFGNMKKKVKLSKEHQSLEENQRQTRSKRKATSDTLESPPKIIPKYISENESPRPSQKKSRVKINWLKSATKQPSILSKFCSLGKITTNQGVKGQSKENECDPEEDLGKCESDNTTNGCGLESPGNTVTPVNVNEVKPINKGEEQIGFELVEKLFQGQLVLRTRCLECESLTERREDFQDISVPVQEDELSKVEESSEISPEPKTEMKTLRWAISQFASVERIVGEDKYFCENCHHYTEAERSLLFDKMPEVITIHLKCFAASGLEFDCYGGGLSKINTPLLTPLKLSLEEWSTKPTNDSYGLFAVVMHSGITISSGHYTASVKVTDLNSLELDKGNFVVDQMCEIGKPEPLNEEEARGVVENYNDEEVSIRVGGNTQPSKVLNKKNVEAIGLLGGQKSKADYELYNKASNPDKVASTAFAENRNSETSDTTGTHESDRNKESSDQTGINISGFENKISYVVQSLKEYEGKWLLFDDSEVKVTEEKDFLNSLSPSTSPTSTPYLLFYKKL
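In this screen, compounds sit with the deubiquitinase complex (1nM) for 15 min at room temperature before Ub-Rho is added at 150nM final. Fluorescence rise is then followed for 6 reads every 60 seconds.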
An asterisk follows results filed as active; ? = inconclusive; · = not tested or not shown; [ ] = remark or other dose. Calls come from the whole dose curve; as a rule, active = well fitted curve in the direction sought with a large enough effect; inconclusive = small, poorly fitted or top-dose-only effect, or another doubt; inactive = no such curve, though single readings can be large; an effect the other way counts as inactive or inconclusive. Potency is the fitted concentration of half-maximal effect. The list is partial; rates above refer to the full screens.

SMILES | Vif-APOBEC3G blk | 12-LOX inh | RXFP1 agonist | RGS4 inhibitor | TrxR1 substrate | TrxR1 inh | Vif-A3F inh | mIDH1 inhibitor | USP1-UAF1 inh
CC(C)Oc1ccc(CNC(=O)C2CCCN(S(=O)(=O)c3ccc4c(ccn4C)c3)C2)cc1 (configuration not stated) | 0% | -20% | -1.6% | 1% | -8%[57.1 µM] | -9%[57.1 µM] | 0% | 15% | -29%
CCOc1ccccc1C(=O)N/N=C/c1coc2ccc(C)cc2c1=O | -23% | · | 2.8% | -21% | -1% | -6% | -6% | 7% | -25%
N#Cc1ccc(C(=O)CSc2n[nH]c(=O)n2-c2cccnc2)cc1 | 0% | 5% | 0.8% | -39% | 2%[57.1 µM] | -10%[57.1 µM] | -11% | -8% | -8%
O=C(CSc1nccn1Cc1ccc(Cl)cc1)NC1CCCC1 | 5% | -26% | 0.0% | 5% | -5%[57.1 µM] | -1%[57.1 µM] | 2% | -5% | ?
CC(C)COC(=O)c1cccc2c1-c1ccccc1/C2=N\O | -12% | 0% | 4.0% | -14% | 2%[57.1 µM] | 25%[57.1 µM] | -2% | 6% | -14%
O=C(NCc1cccnc1)/C(=C/c1ccc(-c2ccc(Cl)cc2)o1)S(=O)(=O)c1ccccc1 | ? | 22% | 0.7% | ? | -2% | 5µM* | 1% | 1% | -24%
O=C(Nc1cccc2ncccc12)c1ccc(Cl)cc1 | 1% | ? | -0.6% | -28% | 0% | 19% | 3% | -9% | -23%
CC(C)CC(=O)c1c[nH]c(C(=O)NCCCN2CCOCC2)c1 | 2% | 0% | 1.1% | -4% | 4% | 24% | 1% | 0% | 5%
COc1ccc(-c2c(C)nn3c(C(F)(F)F)cc(-c4ccc(C)cc4)nc23)cc1 | · | -13% | -1.3% | 6% | -5% | -6% | · | · | -11%
CCn1cc(C(=O)NCc2ccc3c(c2)OCO3)c(=O)c2cc(F)c(N3CCN(C(=O)c4ccco4)CC3)cc21 | -13% | ? | 0.8% | -3%[11.4 µM] | 49%[activator][57.1 µM] | 7%[57.1 µM] | -1% | -4% | 0%
CC(=O)Nc1csc2ccccc12 | 5% | 4% | -2.4% | -34%[56.9 µM] | 1% | 4% | -11% | 12% | -6%
CC(C)c1ccc(OCc2ccc(C(=O)NN3CCN(C)CC3)o2)cc1 | 3% | 2% | -1.9% | -21% | 6%[57.1 µM] | 11%[57.1 µM] | 5% | 9% | -15%
O=C(N=Nc1c(O)[nH]c2ccccc12)c1cccc(S(=O)(=O)N2CCCCC2)c1 | -1% | -21% | 0.4% | -54% | -12% | -10% | -11% | -6% | -2%
O=C(O)/C=C/C(=O)N1CCN(c2ccccc2F)CC1 | 2% | 4% | -0.5% | -30% | -1% | 2% | -10% | -5% | -4%
CCc1cccc(NC(=O)c2cc(S(=O)(=O)N3CCCCC3)ccc2N2CCOCC2)c1 | 5% | -12% | · | · | · | · | -3% | -2% | -23%
CCCCNC(=O)CCC(=O)N1CCN(C(c2ccccc2)c2ccccc2)CC1 | -6% | 5% | -1.1% | -13% | 5% | -8% | -12% | 0% | -13%
CC(C)Oc1ccc(C(=O)NC(Cc2c[nH]c3ccccc23)C(=O)NN)cc1 (configuration not stated) | 1% | 406%[activator] | 0.0% | 16% | -2% | 11% | 11% | -1% | -9%
C#Cc1ccc([C@H]2C=C(C(=O)N3CCN(Cc4ccc5c(c4)OCO5)CC3)O[C@@H](OCc3ccc(CO)cc3)C2)cc1 | 0% | ? | 0.4% | 6% | -4% | ? | 2% | -4%[38.3 µM] | -7%
COc1ccc(/C=N/NC(=O)c2ccn[nH]2)cc1COc1ccc([N+](=O)[O-])c(C)c1 | ? | 77%[activator] | -0.8% | -27% | 7%[57.1 µM] | 20%[57.1 µM] | 1% | 6% | -16%
CCCc1cc(C(=O)Nc2cc(C)ccc2O)no1 | -1% | 0% | 1.4% | -10% | 2% | 11% | -8% | -2% | -23%
O=S(=O)(NC1CCC(NS(=O)(=O)c2c(F)cccc2F)CC1)c1ccc2c(c1)OCCO2 (configuration not stated) | 6% | -21% | -0.8% | -9% | 3%[57.1 µM] | 4%[57.1 µM] | 11% | · | ·
CCO/N=C/C1=C(O)C(C(=O)OC)C(C)(C)CC1=O (configuration not stated) | -1% | ? | 1.3% | 10% | 6%[57.1 µM] | 12%[57.1 µM] | -27% | 11% | -7%
CCOC(=O)C1=C(O)/C(=C\c2cc(C)n(-c3ccccc3F)c2C)N=C1C | -3% | ? | -1.6% | ? | 0%[57.1 µM] | ? | -8% | 6% | ?
COc1ccc(N2CCN(C(=O)c3ccccc3N(C)S(=O)(=O)c3ccc(C)cc3)CC2)cc1 | -1% | 0% | 2.6% | -50% | 2% | 10% | 2% | 7% | -18%
Cc1cc(C)nc(NC(=O)/C=C/c2ccc3c(c2)OCO3)c1 | -4% | 6% | 2.4% | 12% | 29% | 12% | 7% | -9% | -8%
SMILES | Vif-APOBEC3G blk | 12-LOX inh | RXFP1 agonist | RGS4 inhibitor | TrxR1 substrate | TrxR1 inh | Vif-A3F inh | mIDH1 inhibitor | USP1-UAF1 inh
Cc1ccccc1-c1nc(SCC(=O)NCc2ccco2)c2c(=O)n(C)c(=O)n(C)c2n1 | · | -20% | 3.2% | 1% | -1%[57.1 µM] | 22%[57.1 µM] | · | · | -19%
CC(=O)NC(=O)Nc1sc(=S)n(C)c1C | 1% | 3% | 2.1% | ? | -9% | -13% | -2% | 7% | -13%
COC(=O)C(N)CCCCN (configuration not stated) | 4% | 32%[activator] | · | 31% | 6% | 11% | -2% | -7% | -1%
COc1ccc(-c2csc(NC(=O)CCNC(=O)c3ccco3)n2)cc1 | 2% | 2% | · | · | · | · | 0% | 7% | -22%
COC(=O)c1c(NC(=O)c2ccc(C)cc2)sc(Cc2ccccc2)c1C | 0% | -20% | 1.3% | 8% | 16%[57.1 µM] | -2%[57.1 µM] | -8% | 14% | -3%
CC(C)CN(C(=O)COc1cccc(-n2cnnn2)c1)C1CCS(=O)(=O)C1 (configuration not stated) | 2% | 5% | 0.9% | -22% | 4% | 10% | -25% | 1% | 0%
CC(C)(C)[C@H]1C=C(C(=O)Nc2ccccc2)O[C@@H](OCCCCO)C1 | -1% | -19% | · | -2% | 5%[57.1 µM] | 12% | 1% | -4% | -31%
NC(=O)[C@H]1CC2(CC(c3cccc(NC(=O)CC(c4ccccc4)c4ccccc4)c3)=NO2)CN1C(=O)C(c1ccccc1)c1ccccc1 (some centres not stated) | 8% | -11% | 0.0% | -1% | 2%[57.1 µM] | 9%[57.1 µM] | -1% | -7% | -31%
O=C(CCC(=O)N1CCN(S(=O)(=O)c2ccc(Cl)cc2)CC1)Nc1cccc(Br)c1 | 1% | -21% | -0.9% | 3% | -4% | -7% | 4% | 2% | -19%
Cc1ccc(NC(=O)CCSc2nnc(C)s2)cc1 | 0% | 0% | 0.9% | 8% | 0% | 8% | -2% | 0% | -19%
O=[N+]([O-])c1cc([N+](=O)[O-])c(Oc2cc(F)cc(F)c2F)cc1NN1CCCCC1 | 2% | -7% | 1.2% | -13% | -2% | 7% | 1% | -9% | ?
O=C(COc1ccc(Cl)cc1Cl)NN=C1c2ccccc2-c2ccccc21 | -5% | 6% | 0.2% | -16% | -6% | 3% | -3% | 0% | -18%
Cc1csc(NC(=O)CN2C(=O)c3ccccc3S2(=O)=O)n1 | -4% | ? | 0.5% | 18% | -12% | -21% | -14% | 11% | -9%

Entries of single compounds, quoted from the list. Screens in order: Vif-APOBEC3G blk	12-LOX inh	RXFP1 agonist	RGS4 inhibitor	TrxR1 substrate	TrxR1 inh	Vif-A3F inh	mIDH1 inhibitor	USP1-UAF1 inh
CC(C)CN(C(=O)COc1cccc(-n2cnnn2)c1)C1CCS(=O)(=O)C1 (configuration not stated) across the screens: 2%	5%	0.9%	-22%	4%	10%	-25%	1%	0%
Cc1csc(NC(=O)CN2C(=O)c3ccccc3S2(=O)=O)n1 across the screens: -4%	?	0.5%	18%	-12%	-21%	-14%	11%	-9%
O=C(COc1ccc(Cl)cc1Cl)NN=C1c2ccccc2-c2ccccc21 across the screens: -5%	6%	0.2%	-16%	-6%	3%	-3%	0%	-18%
CC(=O)NC(=O)Nc1sc(=S)n(C)c1C across the screens: 1%	3%	2.1%	?	-9%	-13%	-2%	7%	-13%
COC(=O)c1c(NC(=O)c2ccc(C)cc2)sc(Cc2ccccc2)c1C across the screens: 0%	-20%	1.3%	8%	16%[57.1 µM]	-2%[57.1 µM]	-8%	14%	-3%

Screening data deposited in PubChem BioAssay by National Center for Advancing Translational Sciences (NCATS).
